From PubChem
ASAP1 GAP inh = inhibitors of human ASAP1 ArfGAP activity, primary screen, biochemical, fluorescence polarization; ASAP1-stimulated ARF1 GTP hydrolysis, GDP FP detection; AID 624377, 2012; Arf-GAP with SH3 domain, ANK repeat and PH domain-containing protein 1 (Homo sapiens), …; actives 0.19% (n = 360,000); inhibition, % at 16.5 µM; in the data active = inhibition above about 25%;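 note: 0% = vehicle with enzyme and substrate and 100% = no enzyme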
HTRA1 inh = HTRA1 serine protease inhibitors, primary screen, biochemical, fluorescence polarization, HTS. Q92743. recombinant HTRA1, FP-rhodamine activity-based probe. inhibition, % at 5.96 µM. actives 0.5% (n = 340,000); in the data active = inhibition above about 36%;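 note: 0% = enzyme with DMSO and 100% = wells lacking enzyme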
NPR1 activator = GC-A stimulated cGMP production enhancers – HEK293 GC-A cells, cGMP TR-FRET, EC30 ANP, primary screen; 0% at EC30 ANP, 100% saturating ANP; actives 0.14% (n = 370,000); AID 1671463, 2021; Atrial natriuretic peptide receptor 1 (Homo sapiens), P16066; activation, % at 10 µM; in the data active = activation above about 40%
ABHD4 inh = ABHD4 inhibitors, primary screen, biochemical, fluorescence polarization, mouse | (Lyso)-N-acylphosphatidylethanolamine lipase (Mus musculus), Q8VD66 | purified mABHD4, FP-Rh probe fluorescence polarization | inhibition, % at 8.92 µM | actives 0.54% (n = 370,000) | AID 720543, 2013;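 active = inhibition exceeding the mean over every tested compound plus 3 SD, cut at about 30% in these data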;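 note: 0% = plate median of compound wells and 100% = S159A mutant with DMSO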
Target sequence (Q8VD66 whole entry, looked up): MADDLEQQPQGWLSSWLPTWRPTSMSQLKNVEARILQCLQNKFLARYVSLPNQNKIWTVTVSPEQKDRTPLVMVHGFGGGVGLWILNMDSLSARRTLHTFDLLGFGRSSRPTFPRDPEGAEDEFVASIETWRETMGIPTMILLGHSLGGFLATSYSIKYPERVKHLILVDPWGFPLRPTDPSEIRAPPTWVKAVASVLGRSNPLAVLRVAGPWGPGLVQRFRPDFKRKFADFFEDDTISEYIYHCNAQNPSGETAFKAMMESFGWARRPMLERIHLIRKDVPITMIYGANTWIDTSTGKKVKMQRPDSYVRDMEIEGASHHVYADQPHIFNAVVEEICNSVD
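Assay system: mouse ABHD4 enzyme, wild type / Also added: fluorescent activity-based probe FP-Rh / Doses: single nominal dose of 8.92 µM, 0.89% DMSO final / Timing: 45 min compound pre-incubation plus 60 min probe step, 25 °C / Signal: FP readout, ex 525 nm / em 598 nm / Control set: S159A mutant/DMSO as 100%, compound-well median as 0%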
ARFGAP1 inh = inhibitors of rat ARFGAP1 GAP activity, primary screen, biochemical, fluorescence polarization, GDP tracer | inhibition, % at 16.5 µM | actives 0.26% (n = 360,000) | AID 651572, 2012 | Arfgap1-stimulated ARF1 GTP hydrolysis, GDP FP detection | ADP-ribosylation factor GTPase-activating protein 1 (Rattus norvegicus), Q62848;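 active = inhibition above a per-plate limit, mean inhibition of low control wells plus 3 SD, cut at about 25% in these data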;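 note: 0% = DMSO wells with enzyme and 100% = wells lacking Arfgap1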
Target sequence (Q62848 1-136 limits assumed): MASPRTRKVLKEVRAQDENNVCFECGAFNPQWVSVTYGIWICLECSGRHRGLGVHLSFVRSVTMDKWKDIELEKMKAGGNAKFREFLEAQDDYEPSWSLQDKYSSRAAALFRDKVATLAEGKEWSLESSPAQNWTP
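Repeats: one replicate per compound; assay system: rat Arfgap1 catalytic domain, aa 1-136; times: enzyme reaction 120 min at 25 °C after 20 min preincubation; detection: FP of antibody-bound GDP Alexa 633 tracer, ex 620/em 688 nm; benchmarks: high control wells lacking Arfgap1, low control full reaction with DMSO; reagent: human ARF1(Δ1-17)-GTP substrate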
rCAG RNA binder = binders of r(CAG) RNA repeats, primary screen, biochemical, fluorescence; actives 1.3% (n = 370,000); r(CAG) RNA repeat, TO-PRO-1 dye displacement fluorescence; inhibition, % at 3 µM;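 active = inhibition above the plate cutoff, the mean of all test compounds on that plate plus 3 SD, cut at about 35% in these data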;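 note: 0% = DMSO alone and 100% = 100 µM mitoxantrone as full dye displacement; higher means more dye released from RNA so lower well fluorescence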
PG9 Ab binder = binders of HIV-1 gp120 antibody PG9, primary screen, biochemical, TR-FRET. HIV-1 gp120 / PG9 antibody interaction. TR-FRET gp120-PG9 antibody binding. inhibition, % at 6.7 µM. actives 0.43% (n = 360,000). AID 624416, 2012; in the data active = inhibition above about 8.5%
Rev-erbA mod = modulators of Rev-erb alpha DNA binding, primary screen, biochemical, FITC-DNA, fluorescence polarization, uHTS. Nuclear receptor subfamily 1 group D member 1 (Homo sapiens), P20393. Rev-erbα–FITC-DNA binding, 90 min. activity, % at 10 µM. actives 0.79% (n = 370,000);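 active = activity above about 14%, limit read from the data; passing the limit was not always enough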;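 note: 0% = DMSO wells with 35 nM protein and 100% = DMSO wells with 750 nM protein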
Target sequence (P20393 whole entry, looked up): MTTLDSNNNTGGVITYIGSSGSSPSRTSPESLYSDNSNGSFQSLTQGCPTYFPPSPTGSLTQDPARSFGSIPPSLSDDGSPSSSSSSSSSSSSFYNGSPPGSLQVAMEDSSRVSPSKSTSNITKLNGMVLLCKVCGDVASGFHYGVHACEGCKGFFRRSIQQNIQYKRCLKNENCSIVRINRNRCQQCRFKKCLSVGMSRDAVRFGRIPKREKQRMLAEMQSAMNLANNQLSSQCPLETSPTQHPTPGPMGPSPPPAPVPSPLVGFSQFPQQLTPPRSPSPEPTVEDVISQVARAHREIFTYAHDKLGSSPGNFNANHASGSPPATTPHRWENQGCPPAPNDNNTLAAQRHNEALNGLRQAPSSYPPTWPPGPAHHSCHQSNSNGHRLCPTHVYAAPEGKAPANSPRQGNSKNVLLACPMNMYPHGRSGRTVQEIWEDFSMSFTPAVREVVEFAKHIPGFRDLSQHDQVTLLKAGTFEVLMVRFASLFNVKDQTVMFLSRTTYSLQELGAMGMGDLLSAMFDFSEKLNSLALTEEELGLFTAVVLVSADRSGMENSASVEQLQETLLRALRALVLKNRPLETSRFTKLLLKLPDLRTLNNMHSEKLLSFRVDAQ
SMARCA2 act = SMARCA2 (BRM) function activators, primary screen, cell-based, luminescence, high throughput. actives 1% (n = 370,000). MG213 cells, MMTV-luciferase reporter, dexamethasone, overnight. activation, % at 9.1 µM; in the data active = activation above about 7.8%;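 note: 0% = vehicle wells and 100% = reference activator wells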
GC-B act = human GC-B receptor activators, primary screen, HEK293 GC-B cells, cGMP TR-FRET, EC30 CNP. actives 0.11% (n = 370,000). AID 1920062, 2024. Atrial natriuretic peptide receptor 2 (Homo sapiens), P20594. 0% at EC30 CNP, 100% saturating CNP. activation, % at 10 µM;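 active = activation at 10 µM reaching about 35% in either raw or pattern-adjusted values, limit read from the data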
* marks the source's active call; other numbers are inactive results; . = no result given.

SMILES	ASAP1 GAP inh	HTRA1 inh	NPR1 activator	ABHD4 inh	ARFGAP1 inh	rCAG RNA binder	PG9 Ab binder	Rev-erbA mod	SMARCA2 act	GC-B act
O=C(CC(=O)c1ccccc1)Nc1ccc(Cl)cc1	3	-31	2	-33	0	9	-2.4	-1	0	-2
C=CCn1c(-c2ccc(Cl)cc2)c[nH]c1=S	2	3	7	5	13	-3	1.5	7	-8	3
CCCCC(CC)CNC(=O)C1CCCN(S(=O)(=O)c2cnc[nH]2)C1 (stereo unspecified)	-4	-2	1	-2	-2	-1	-1.5	-8	-1	-4
CCn1cc(C(=O)NCCCO)c(=O)c2cc(F)c(N3CCN(C)CC3)cc21	5	-1	0	5	11	-6	-1.9	0	5	-1
CCCCN(CCCC)Cc1cc(=O)oc2cc(OC)ccc12	-9	.	-1	3	-6	1	-3.8	4	4	-6
O=C(Nc1ccccc1F)c1c[nH]c(=O)[nH]c1=O	-2	-5	-1	0	21	5	-0.3	-6	3	-2
CCCCCCCCN1C(=O)[C@H](CC(=O)N2CCOCC2)C[C@@]2(C(=O)OCC)CCCC=C12	8	.	-2	-13	6	1	-1.8	13	-4	3
COC(=O)c1c(C)nc(C)c(C(=O)OC)c1-c1cccs1	2	5	-1	-1	-6	-3	-0.2	6	-2	-1
O=S(=O)(Cc1ccccc1Cl)CC(O)COc1ccccc1Cl (stereo unspecified)	-2	-9	-1	-4	4	2	-1.5	6	8.4*	1
O=C1CCC(=O)N1c1ccc(-c2nc3sc4c(c3c(=O)o2)CCC4)cc1	2	-6	2	-10	-1	1	-0.7	-4	-2	-2
Cc1ccc(O)c(NS(=O)(=O)c2cccc3nsnc23)c1	-1	-2	1	0	4	0	2.8	-4	-1	-2
COC(=O)CCC(=O)Nc1ccc(S(=O)(=O)N2CCCCCC2)cc1	3	-7	6	0	3	4	-0.2	6	-4	5
O=C(Nc1cccc(C(F)(F)F)c1)Nc1ccc2[nH]c(=O)[nH]c2c1	12	5	-4	-1	1	0	0.0	0	-2	2
Cc1ccc2c(c1)C1CS(=O)(=O)N(CC(C)C)C(=O)N1C2 (stereo unspecified)	.	.	-2	3	.	-1	.	-10	7	-3
O=C(O)c1ccc(-c2ccccc2)[nH]c1=O	4	-2	0	1	-2	3	1.1	0	5	2
CC1(C(=O)NS(=O)(=O)Cc2ccccc2C(F)(F)F)CCN1C(=O)c1ccco1 (stereo unspecified)	-3	.	0	5	8	3	-1.3	3	7	-1
COc1cc(OC)c(N(C)S(=O)(=O)c2cccc(C(=O)OCC(=O)N(C)C3CCCCC3)c2)cc1Cl	2	1	-5	-1	0	3	-2.6	3	-3	3
CCC(=O)c1ccc(OCC(=O)OCC(=O)Nc2cccc(S(=O)(=O)N3CCCC3)c2)cc1	11	0	6	0	0	3	1.1	8	-4	4
CC1CCC(C(=O)NC(C(=O)NCc2cccnc2)C(C)C)CC1 (stereo unspecified)	1	1	-3	-1	6	-4	-1.1	6	0	-12
Cc1oc(-c2ccccc2)nc1CC(=O)O	3	-5	0	-1	-1	1	0.5	2	-3	-3
COc1ccccc1/C=N\Nc1ccccc1[N+](=O)[O-]	6	1	-4	3	6	0	-2.4	9	3	-6
Cc1ccc(S(=O)(=O)N2[C@@H](c3ccccc3)C(C(=O)O)=CC[C@H]2c2ccc(Cl)cc2)cc1	6	-23	-2	6	-10	58*	-1.8	-3	1	0
Cc1cccc(C)c1OCc1cc(C(=O)N2CCN(c3ccccn3)CC2)no1	11	3	2	-2	3	-6	-1.1	1	0	-10
CCOC(=O)C1CCN(C(C(=O)NC2CCCC2)c2ccc(C)cc2)CC1 (stereo unspecified)	4	5	-2	-14	-12	-3	0.1	-7	5	-5
N#Cc1c(Cl)cccc1N1CCC(C(N)=O)CC1	-5	.	-1	-7	7	-3	-1.1	1	-1	0
CCc1ccc(OCCCC(=O)Nc2ccc(N3CCOCC3)cc2)cc1	-4	1	-1	-3	5	-2	-1.1	-2	2	-2
COc1ccc(N2C(=O)CCC(C(=O)O)C2c2ccccc2OC)cc1 (stereo unspecified)	-13	0	1	-2	0	-2	0.5	-1	-1	3
COc1ccc(C(=O)C[C@@H]2OC3CCCCC3N2S(=O)(=O)c2ccc(C)cc2)cc1OC (stereo partly specified)	6	.	2	-13	-6	3	-0.6	-5	0	-6
O=C(c1nsc(Cl)c1Cl)N1CCCCC1	2	-5	3	-9	1	-3	1.2	-2	-3	1
Cc1ccccc1S(=O)(=O)NCC[C@@H]1CC[C@@H](NC(=O)C2CCCC2)[C@@H](CO)O1	4	.	2	-3	4	1	0.5	2	-4	0
CC(C)=CCCC(C)CN1CCC(N2CCC(C(=O)N3CCOCC3)CC2)CC1 (stereo unspecified)	-6	-2	-2	3	14	-7	-0.8	2	5	4
COCCN(C(=O)c1ccc(OC2CCN(S(=O)(=O)N(C)C)CC2)cc1)C(C)C	-3	3	-2	-4	4	-10	0.0	-4	-3	5
CCOC(=O)CC1(NC(=O)C2CCC(=O)N(CCc3ccc(OC)cc3)C2)CCCCC1 (stereo unspecified)	-8	4	3	-4	1	-8	1.1	-4	-3	2
CS(=O)(=O)N1CCN(c2ccccc2NC(=S)NC(=O)c2ccccc2[N+](=O)[O-])CC1	-1	-8	-7	-13	15	9	-1.9	-4	-2	-2
Cc1nc2c(-c3ccccc3)c(C)[nH]n2c(=O)c1Cc1ccccc1	-4	.	4	-7	15	-2	-2.9	1	0	10
COc1ccc(NC(=O)CN2CCN(c3ccc(F)cc3)CC2)cc1	0	-1	0	-1	12	-8	-0.9	5	2	7
O=C(CN1C(=O)c2ccccc2C1=O)OCCOCCN=C1NS(=O)(=O)c2ccccc21	6	-1	0	1	-1	-4	0.3	-4	1	-3
COc1ccc([C@H]2CC(=O)C[C@@H](CCn3cc(-c4ccc(F)cc4)nn3)O2)cc1	-17	.	-3	5	3	2	-0.6	-1	9.6*	2
COc1ccc(-c2c(-c3cc(OC)cc(OC)c3)n(C)c3ccc(-c4ccc(OC)nc4)cc23)cc1	5	0	0	-2	9	4	1.2	7	1	-1
CC(C)N(C(=O)[C@H]1C[C@H](CC(=O)NCC23CC4CC(CC(C4)C2)C3)C(=O)N2CCc3c([nH]c4ccc(Cl)cc34)[C@]12C)C(C)C	-13	-48	-4	6	1	15	-0.6	5	-6	-1
COc1ccc(C(=O)OCC(=O)NC2CCCCCC2)cc1OC	-6	-10	2	5	4	-1	0.4	6	1	7
O=C(Nc1ccccc1)c1ccccc1C(=O)N1CCCCC1	-7	3	-2	4	3	-4	1.2	4	0	0
CCCCN(C(=O)CC1CCCC1)c1c(N)n(CCC)c(=O)[nH]c1=O	2	6	-3	3	15	-2	-0.7	-3	5	-2
CC(C)NC(=O)c1ccccc1NC(=O)Cc1ccc(Cl)cc1	9	-1	8	-1	1	-5	-0.5	-2	-1	-1
CCCS(=O)(=O)N1CCN(Cc2ccc(OCc3ccccc3)c(OC)c2)CC1	9	-5	1	13	0	-8	-0.8	2	-5	1
CCCC(C)NC(=O)c1nc(-c2ccccc2)n(-c2ccccc2)n1 (stereo unspecified)	16	-7	-25	-4	5	-9	0.4	-4	0	-11
CCC(OC(=O)c1cccs1)C(=O)NCc1ccco1 (stereo unspecified)	1	1	3	-4	6	4	1.2	2	-3	2
COc1ccccc1NS(=O)(=O)c1cc(NC(=O)c2cccc(S(=O)(=O)N(C)C)c2)ccc1N1CCOCC1	9	-13	2	1	7	15	2.4	1	0	10
O=C(C1CCN(S(=O)(=O)c2cccnc2)CC1)N1CCN(c2ccc(Cl)cc2)CC1	10	3	2	-2	-2	-4	-2.2	-2	-5	5
O=C1c2ccccc2C(=O)N1CCSc1nc2ccccc2c(=O)n1CCCN1CCOCC1	5	4	-2	-32	11	-8	-0.5	-3	1	2

(next part)
SMILES	ASAP1 GAP inh	HTRA1 inh	NPR1 activator	ABHD4 inh	ARFGAP1 inh	rCAG RNA binder	PG9 Ab binder	Rev-erbA mod	SMARCA2 act	GC-B act
Cc1sc2nc(CSC(C)C(=O)Nc3ccc(Cl)cn3)[nH]c(=O)c2c1C (stereo unspecified)	7	3	-2	3	-5	5	-0.3	-2	-1	2
Cc1cc(=O)[nH]c(Nc2c(C)n(C)n(-c3ccccc3)c2=O)n1	-5	0	-2	6	-4	-1	-2.3	-4	-1	4
CCOc1ccc(C(C)NC(=O)C2CCC2)cc1 (stereo unspecified)	-2	4	-2	0	8	0	-1.0	-4	-2	3
O=[N+]([O-])c1ccccc1CN1CCN(Cc2ccc3ccccc3c2)CC1	-8	-1	-2	21	-2	-5	-0.3	2	-2	12
CC(C)c1ccc(NC(=O)CSC(C)c2nc3ccccc3c(=O)[nH]2)cc1 (stereo unspecified)	15	-3	1	7	0	-4	-0.8	4	-2	-1
COc1ccc(S(=O)(=O)N2CCN(C(=O)c3c(C)nn(-c4ccccc4)c3Cl)CC2)cc1	-1	-4	0	-9	6	-8	1.2	4	-3	5
Cc1ccc(SCCC(=O)Nc2ccccc2Br)cc1	9	-15	-2	-2	-3	-7	-1.9	2	3	-1
COc1ccc(C(=O)Nc2ccc3c(c2)CCCN3C(=O)c2cccs2)c(OC)c1	-4	-19	8	2	-7	1	0.5	9	-1	7
COc1ccccc1NC(=O)N1CCCC1C(=O)NCc1ccccc1Cl (stereo unspecified)	18	0	-3	2	10	-1	-2.3	-2	-3	-1
CN(C)CCN(Cc1cc2cc3c(cc2[nH]c1=O)OCO3)C(=S)NCC1CCCO1 (stereo unspecified)	11	8	-2	4	-14	-1	-1.8	0	6	-2
COc1ccc(C(=O)Nc2cc(C(F)(F)F)ccc2-n2cnc3ccccc32)cc1	7	-10	-3	-5	0	-5	-1.2	-5	0	-1
CC(C)NCC(=O)Nc1c2c(nc3ccccc13)CCC2	-11	5	0	10	3	-1	0.9	-2	0	2

Retrieved by compound from above, 3 records:
SMILES	ASAP1 GAP inh	HTRA1 inh	NPR1 activator	ABHD4 inh	ARFGAP1 inh	rCAG RNA binder	PG9 Ab binder	Rev-erbA mod	SMARCA2 act	GC-B act
COc1ccc(C(=O)Nc2cc(C(F)(F)F)ccc2-n2cnc3ccccc32)cc1	7	-10	-3	-5	0	-5	-1.2	-5	0	-1
COc1ccc(S(=O)(=O)N2CCN(C(=O)c3c(C)nn(-c4ccccc4)c3Cl)CC2)cc1	-1	-4	0	-9	6	-8	1.2	4	-3	5
O=[N+]([O-])c1ccccc1CN1CCN(Cc2ccc3ccccc3c2)CC1	-8	-1	-2	21	-2	-5	-0.3	2	-2	12

This is a random part of the collection; about 4.4% have a hit in one of these screens.
